Screening results deposited in PubChem by several laboratories.
ABCB1 inh: human ABCB1 inhibition, ABCG2 as counter-screen. CCRF-Adr cells, JC-1 efflux, flow cytometry. P08183. inhibition, % at 6.6 µM. AID 1326. 190,000 tested, 0.067% active; in the data active = inhibition above about 40%;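 note: 0% = vehicle and 100% = reference inhibitor; higher value means more JC-1 retained so stronger ABCB1 efflux block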
Target sequence (P08183 whole entry, looked up): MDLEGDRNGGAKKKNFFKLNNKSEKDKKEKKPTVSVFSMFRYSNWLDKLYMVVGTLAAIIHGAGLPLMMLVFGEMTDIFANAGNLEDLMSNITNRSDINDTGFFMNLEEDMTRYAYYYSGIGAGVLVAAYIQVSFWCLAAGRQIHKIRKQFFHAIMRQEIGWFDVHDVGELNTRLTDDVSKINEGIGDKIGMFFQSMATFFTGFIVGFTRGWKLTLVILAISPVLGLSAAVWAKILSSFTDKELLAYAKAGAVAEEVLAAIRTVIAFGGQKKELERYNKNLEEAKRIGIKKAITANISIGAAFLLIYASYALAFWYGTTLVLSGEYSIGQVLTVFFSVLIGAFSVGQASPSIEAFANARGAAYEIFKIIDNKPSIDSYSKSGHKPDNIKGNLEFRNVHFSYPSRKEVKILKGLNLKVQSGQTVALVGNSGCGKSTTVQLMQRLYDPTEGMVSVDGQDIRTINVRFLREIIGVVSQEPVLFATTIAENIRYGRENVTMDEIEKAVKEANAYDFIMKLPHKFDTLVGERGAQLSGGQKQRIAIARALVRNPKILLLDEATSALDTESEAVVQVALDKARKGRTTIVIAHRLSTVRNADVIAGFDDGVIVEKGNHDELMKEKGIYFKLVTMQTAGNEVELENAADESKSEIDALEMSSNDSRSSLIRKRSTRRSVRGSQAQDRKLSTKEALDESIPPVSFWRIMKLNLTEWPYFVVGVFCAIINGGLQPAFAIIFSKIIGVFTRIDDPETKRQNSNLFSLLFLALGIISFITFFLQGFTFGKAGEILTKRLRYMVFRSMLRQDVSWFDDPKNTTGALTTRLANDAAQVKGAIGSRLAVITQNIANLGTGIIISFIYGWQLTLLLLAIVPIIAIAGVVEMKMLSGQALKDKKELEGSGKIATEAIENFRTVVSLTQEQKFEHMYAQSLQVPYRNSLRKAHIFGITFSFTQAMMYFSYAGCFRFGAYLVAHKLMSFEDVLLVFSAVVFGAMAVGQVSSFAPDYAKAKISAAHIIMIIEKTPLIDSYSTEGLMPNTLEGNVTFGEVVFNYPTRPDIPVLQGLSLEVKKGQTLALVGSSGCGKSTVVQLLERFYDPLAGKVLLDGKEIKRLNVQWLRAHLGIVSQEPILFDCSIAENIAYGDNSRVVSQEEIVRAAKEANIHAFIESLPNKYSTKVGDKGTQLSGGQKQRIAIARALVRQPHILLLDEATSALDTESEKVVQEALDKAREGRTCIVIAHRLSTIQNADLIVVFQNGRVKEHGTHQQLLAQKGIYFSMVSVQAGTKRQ
HRas wt GTP: human HRas wildtype GTP binding, change in either direction. GST-Ras wt beads, Bodipy-FL-GTP binding, flow cytometry; actives lie on both sides. GTP binding activity, % at 10 µM. P01112. 190,000 tested, 0.14% active;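 active = GTP binding activity at least 20% away from the 100% baseline, either lowered as inhibitor or raised as activator; inconclusive = flagged as likely green fluorescent, judged across all proteins in the well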;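 note: 0% = unlabeled GTP competition control and 100% = no-compound control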
Avidin fluor: avidin bead compound fluorescence profile; Avidin beads, compound fluorescence 488/530 nm, flow cytometry; hits give high values; fluorescence (KMESF) at 10 µM; AID 1775; 220,000 tested, 0.38% active; in the data active = fluorescence above about 47; note: inactives centre near 10
Cdc42 wt GTP: human Cdc42 wildtype GTP binding change, either direction; P60953; GST-Cdc42 beads, Bodipy-GTP binding, flow cytometry; actives lie on both sides; percent activity (GTP binding), % at 10 µM; 190,000 tested, 0.2% active; AID 761;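 active = percent activity GTP binding at least 20 points away from the 100% baseline, either down as inhibitor or up as activator; inconclusive = compound flagged as likely green fluorescent from well-wide comparison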;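 note: median bead fluorescence of bound Bodipy-FL-GTP at 100 nM; 0% = excess unlabeled GTP control and 100% = no compound control; below 100% means less GTP binding so inhibitor and above means activator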
Rac1 wt modul: modulators of human Rac1 wildtype GTP binding | GTP binding activity (% of control), % at 10 µM | AID 757 | 190,000 tested, 0.27% active | GST-Rac1 beads, fluorescent GTP binding, flow cytometry; actives lie on both sides; 0 = cold GTP competed, 100 = untreated | P63000;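 active = GTP binding activity at least 20 points away from the 100% control level, either lower or higher; inconclusive = compound flagged as likely green fluorescent, judged across all proteins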
GSH bead fluor: compound fluoresces at 488/530 nm on GSH beads | GSH beads flow cytometry, compound fluorescence 488/530 nm; hits give high values | fluorescence (KMESF) at 10 µM | 190,000 tested, 0.25% active | AID 1776; in the data active = fluorescence above about 89;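 note: glutathione beads carrying GST-tagged Bcl family fusion proteins plus one bare bead set; values are compound well signal with DMSO vehicle wells as background; inactives centre near 16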
Rab2A wt mod: changes GTP binding to wildtype dog Rab2A, up or down. P61105. GST-Rab2 wt beads, Bodipy-GTP binding, flow cytometry. GTP binding activity, % at 10 µM. 190,000 tested, 0.19% active;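 active = GTP binding activity at least 20 points away from 100%, either lowered or raised; inconclusive = signal likely due to the compound's own green fluorescence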;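 note: 0% = beads with excess unlabeled GTP and 100% = no-compound control corrected for plate trend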
Rab7 wt GTP bind: alters GTP binding to wildtype dog Rab7. GST-Rab7 beads, fluorescent GTP binding, flow cytometry; actives lie on both sides; untreated = 100%, excess cold GTP = 0%. GTP binding activity (percent of control), % at 10 µM. 190,000 tested, 0.055% active;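 active = fluorescent GTP binding to Rab7 beads changed by at least 20 points from the 100% baseline, either direction, mostly lower; inconclusive = compound itself probably fluorescent, or too few beads counted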;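 note: median green fluorescence of bound Bodipy-FL-GTP per Rab7 bead population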
Pf gametocyte: P. falciparum stage V gametocyte viability inhibition; P. falciparum stage V gametocytes, ATP luminescence, 24 h; inhibition, % at 10.9 µM; 150,000 tested, 0.065% active; AID 743093;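 active = inhibition above the mean plus 3 SD of compounds within the control limits, set per campaign, cut at about 38% in these data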;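 note: 0% = DMSO wells and 100% = medium only without gametocytes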
Rac1 mut GTP: alters GTP binding to activated mutant human Rac1. P63000. GST-Rac1 activated beads, fluorescent GTP binding, flow cytometry; actives lie on both sides; 100% means binding = to untreated wells. percent activity (GTP binding), % at 10 µM. 190,000 tested, 0.11% active. AID 764;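 active = GTP binding at least 20 percentage points away from the 100% baseline, in either direction, so actives lie on both sides; inconclusive = Compound likely fluorescent itself, or too few beads counted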
ABCG2 block: inhibitors of human ABCG2 transporter, ABCB1 counter-screen; 190,000 tested, 0.1% active; AID 1325; Q9UNQ0; inhibition, % at 6.6 µM; IgMXP3 cells, JC-1 efflux, flow cytometry;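 active = inhibition above 80%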;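 note: 0% = DMSO and 100% = nicardipine control wells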
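Test system: IgMXP3 cells (ABCG2) mixed with DDAO far-red-labelled CCRF-Adr cells (ABCB1). Reagent: JC-1 transporter substrate. Compound dosing: single test compound dose, 6.6 µM final. Times: 10 min compound exposure, 25 °C. Detection: flow cytometry of retained JC-1 fluorescence. Read-out basis: efflux inhibition in percent versus controls. Controls: nicardipine and DMSO wells.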
* = called active by the depositor; ? = inconclusive; / = no result given.

SMILES | ABCB1 inh | HRas wt GTP | Avidin fluor | Cdc42 wt GTP | Rac1 wt modul | GSH bead fluor | Rab2A wt mod | Rab7 wt GTP bind | Pf gametocyte | Rac1 mut GTP | ABCG2 block
CCN(CC)S(=O)(=O)c1ccc(S(=O)(=O)N2CCN(CCC#N)CC2)cc1 | 0.7 | 97 | 6 | 100 | 100 | 17 | 100 | 102 | / | 97 | 5
CC(Sc1nc(O)c(-c2ccccc2)c(=O)[nH]1)C(=O)Nc1ccc(Cl)cc1 (stereo not given) | -0.1 | 96 | 8 | 95 | 100 | 11 | 92 | 96 | -8 | 91 | 0
Cc1ccc(-c2nnc(Oc3cccc(C)c3)c3ccccc23)cc1 | 0.3 | 101 | 4 | 103 | 102 | 18 | 100 | 102 | 17 | 99 | 19
O=C(COC(=O)c1ccccc1Br)NCCc1ccc(F)cc1 | 2.3 | 101 | 1 | 101 | 103 | 10 | 104 | 101 | 8 | 97 | 27
CC(C)(C)c1ccc(C(=O)NCCCN2CCN(CCCNC(=O)c3ccc(C(C)(C)C)cc3)CC2)cc1 | 8.0 | 102 | 2 | 102 | 106 | 7 | 103 | 103 | / | 103 | 3
CS(=O)(=O)N1CCCC(C(=O)NCCCN2CCN(Cc3ccccc3)CC2)C1 (stereo not given) | 0.8 | 101 | 9 | 101 | 105 | 14 | 101 | 99 | -9 | 100 | 5
O=C(O)c1ccc(N2CCCCCC2)c(N2C(=O)c3ccccc3C2=O)c1 | 0.8 | 100 | 10 | 100 | 104 | 27 | 102 | 99 | / | 100 | 9
Cc1cc(C)c(S(=O)(=O)Nc2ccc(OCC(=O)O)cc2)c(C)c1 | -0.9 | 100 | 8 | 99 | 101 | 22 | 99 | 101 | / | 98 | -2
COC(=O)c1cc(NC(=O)c2cccs2)ccc1N1CCOCC1 | 0.2 | ? | 11 | ? | ? | 15 | ? | ? | 14 | ? | 2
Cc1[nH]c(=S)[nH]c(=O)c1Cc1ccc(OCC(C)C)cc1 | 0.7 | 96 | 13 | 94 | 97 | 10 | 98 | 99 | -8 | 95 | 2
COc1ccc(-n2nnnc2SCC(=O)N2CCOCC2)cc1 | 0.5 | 103 | 10 | 102 | 108 | 22 | 99 | 102 | / | 100 | 3
Fc1ccc(OCCOCCOc2cccc3[nH]ccc23)cc1 | 0.8 | 97 | 8 | 95 | 98 | 16 | 97 | 98 | -4 | 97 | 6
C1COCCNCCOCCOCCN1 | 0.3 | 98 | 27 | 100 | 99 | 17 | 95 | 95 | / | 95 | 1
Cc1ccc(NC(=O)CSc2nnc(COc3ccccc3C)o2)cc1 | 0.0 | 94 | 13 | 94 | 100 | 8 | 97 | 103 | -3 | 95 | 6
Cc1ccc(C(=O)c2cc([N+](=O)[O-])ccc2N2CCOCC2)c(C)c1 | 2.5 | 99 | 13 | 101 | 100 | 22 | 101 | 99 | / | 98 | 12
CC(C)NC(=O)c1ccccc1NC(=O)CN(c1ccc2c(c1)OCO2)S(C)(=O)=O | 1.1 | 98 | 6 | 101 | 103 | 66 | 102 | 98 | / | 99 | 4
Cc1c(C(=O)Nc2ccc(Oc3ccccc3)cc2)sc2nc3n(c(=O)c12)CCC3 | -0.3 | 104 | 11 | 107 | 111 | 25 | 104 | 101 | / | 101 | -1
Cc1cccc(N(CC(=O)NC(C)C)C(=O)c2ccc(N3CCCC3)nc2)c1 | 0.0 | 94 | 9 | 105 | 99 | 21 | 97 | 97 | -14 | 96 | 1
CCOC(=O)CSC1=C(C#N)C(c2ccccc2OC)CC(=O)N1 (stereo not given) | -0.1 | 103 | 17 | 105 | 107 | 13 | 104 | 105 | / | 102 | 0
COCCNc1nnc(SCC(=O)Nc2sc3c(c2C(=O)c2ccccc2)CCCC3)s1 | 3.8 | 102 | 11 | 99 | 101 | 12 | 101 | 99 | / | 103 | 7
O=S(=O)(c1ccc(OCC2CO2)cc1)c1ccc(OCC2CO2)cc1 (stereo not given) | 0.5 | 97 | 9 | 97 | 100 | 16 | 101 | 106 | / | 96 | 3
CCCN1C(=O)NC2(O)C(=O)c3ccccc3C12O (stereo not given) | 0.0 | 102 | 35 | 102 | 101 | 14 | 101 | 98 | / | 99 | 0
Cc1ccc(S(=O)(=O)CCC(=O)Nc2ccc3nc(C)sc3c2)cc1 | 1.7 | 96 | 7 | 98 | 95 | 12 | 94 | 98 | -11 | 97 | 22
CN(C)S(=O)(=O)c1ccc(C(=O)Nc2nc(-c3cc4ccccc4o3)cs2)cc1 | -0.6 | 99 | 5 | 100 | 105 | 9 | 98 | 102 | -12 | 99 | -2
CCOC(=O)CSc1[nH]c(=O)cc(C)c1C#N | 0.0 | 103 | 6 | 105 | 107 | 12 | 102 | 103 | 10 | 102 | 2
SMILES | ABCB1 inh | HRas wt GTP | Avidin fluor | Cdc42 wt GTP | Rac1 wt modul | GSH bead fluor | Rab2A wt mod | Rab7 wt GTP bind | Pf gametocyte | Rac1 mut GTP | ABCG2 block
CCn1c(N2CCN(S(=O)(=O)CC)CC2)nc2ccccc21 | 0.3 | 99 | 9 | 97 | 100 | 10 | 98 | 104 | 4 | 96 | 4
CCC(CO)n1cnnc1-c1ccncc1 (stereo not given) | -5.7 | 102 | 13 | 102 | 102 | 27 | 102 | 98 | / | 100 | -6
CC(C)Cn1c(N)c(C(=O)COC(=O)c2cccc(Cl)c2)c(=O)n(C)c1=O | 1.2 | 97 | 11 | 97 | 97 | 16 | 97 | 104 | 8 | 96 | 5
CCc1cc(C(=O)N2CCCC(C(=O)c3cccc4ccccc34)C2)n(C)n1 (stereo not given) | 0.9 | 98 | 5 | 96 | 98 | 10 | 99 | 101 | -27 | 94 | 2
Cc1ccc(CSc2nnc(-c3ccco3)o2)cc1 | -0.1 | 103 | 11 | 103 | 108 | 12 | 102 | 103 | 1 | 98 | 3
COc1cccc(C2NC(=O)NC(C)=C2C(=O)Nc2ccccc2C)c1 (stereo not given) | 1.1 | 106 | 8 | 108 | 104 | 26 | 106 | 107 | / | 103 | 3
CCOC(=O)N1CCN(C(=O)Nc2sc3nc4n(c(=O)c3c2C)CCC(C)CC4)CC1 (stereo not given) | 1.9 | 100 | 10 | 101 | 104 | 25 | 99 | 98 | 1 | 98 | 15
O=C(CSc1nnnn1-c1ccc(Cl)cc1)NC(=O)Nc1ccc2c(c1)OCCO2 | 0.7 | 94 | 33 | 90 | 95 | 28 | 86 | 94 | / | 84 | 29
COc1ccc(N2CCN(Cc3nc4c(c(=O)n(C)c(=O)n4C)n3CC(C)=O)CC2)cc1 | 1.3 | 102 | 31 | 103 | 104 | 16 | 101 | 102 | / | 100 | 4
O=C(CSc1nnc(CN2CCOCC2)n1-c1ccccc1)N1CCc2ccccc21 | 1.3 | 99 | 13 | 103 | 105 | 37 | 101 | 96 | 9 | 101 | 17
COc1ccc([N+](=O)[O-])cc1NC(=S)NC(NC(=O)C(c1ccccc1)c1ccccc1)C(Cl)(Cl)Cl (stereo not given) | -0.2 | 94 | 6 | 95 | 95 | 50 | 94 | 93 | / | 94 | -1
CCOC(=O)C1CCCN(C(=O)CCC(=O)Nc2ccc3nc(N4CCOCC4)cc(C)c3c2)C1 (stereo not given) | 0.0 | 101 | 37 | 103 | 103 | 14 | 103 | 102 | 4 | 100 | 0
Cc1ccc(C)c2nc3sc(C(=O)N4CCCc5ccccc54)c(N)c3cc12 | 13 | 102 | 10 | 99 | 101 | 57 | 98 | 102 | -2 | 95 | 14
CC1CC(C)CN(c2ncnc3c2cnn3-c2ccc(Cl)cc2)C1 (stereo not given) | -0.1 | 101 | 23 | 101 | 106 | 14 | 101 | 98 | / | 101 | 1
CCCc1nc2oc3cc(OC)ccc3c(=O)c2c(=O)n1Cc1ccco1 | 2.4 | 99 | 14 | 103 | 103 | 20 | 100 | 99 | 6 | 99 | 12
O=C(Nc1nnc(C2COc3ccccc3O2)o1)c1ccc(F)cc1 (stereo not given) | 0.2 | 94 | 14 | 97 | 100 | 12 | 94 | 95 | 26 | 97 | 10
COc1ccc(Cl)cc1C(=O)NNC(=O)CN1C(=O)C2CC=CCC2C1=O (stereo not given) | 0.0 | 102 | 22 | 100 | 103 | 24 | 99 | 110 | -12 | 98 | 1
CCOC(=O)c1c(CN(CC)CC)oc2ccc(OC)cc12 | -0.3 | 101 | 8 | 102 | 104 | 14 | 99 | 91 | / | 100 | -1
Cc1cc(C(=O)NNC2CC(=O)N(c3ccc4ccccc4c3)C2=O)c(C)o1 (stereo not given) | 0.2 | 95 | 8 | 94 | 99 | 12 | 96 | 98 | -8 | 95 | 3
CCOC(=O)c1c(C)[nH]c(C(=O)OCCOc2ccccc2C)c1C | 1.0 | 96 | 6 | 96 | 96 | 15 | 97 | 99 | -4 | 94 | 31
Cc1ccc(NC(=O)c2ccc(C(C)(C)C)cc2)cc1-n1cnnn1 | -1.3 | 97 | 7 | 94 | 97 | 13 | 99 | 100 | 22 | 95 | 25
COc1ccc(/C=C/c2cc(C(F)(F)F)[nH]c(=O)n2)cc1OC | 0.0 | 91 | 15 | 91 | 90 | 11 | 90 | 96 | -2 | 90 | 22
CCn1c(NCc2ccccn2)nc2ccccc21 | 0.3 | 104 | 20 | 101 | 103 | 11 | 104 | 100 | 4 | 103 | 2
COc1cc(NC(=O)Cn2c(C)cc3ccccc3c2=O)cc(OC)c1OC | 0.3 | 98 | 7 | 100 | 98 | 5 | 96 | 96 | -19 | 96 | 2
CN1CCN(C(=O)c2cc3c(s2)-c2ccccc2S(=O)(=O)C3)CC1 | -0.2 | 97 | 6 | 96 | 99 | 17 | 98 | 94 | / | 96 | 0
O=c1c2ccccc2nc(/C=C/c2cccnc2)n1Cc1ccccc1 | 0.5 | 99 | 10 | 104 | 100 | 23 | 99 | 100 | 10 | 99 | 2
CC(=O)Nc1cc2ccccc2oc1=O | 0.0 | 98 | 11 | 100 | 100 | 11 | 100 | 103 | -7 | 96 | 0
CCn1cc(Br)c(-c2nc3ccccc3c(=O)n2N)n1 | 0.9 | 93 | 14 | 95 | 92 | 24 | 91 | 92 | -8 | 93 | 3
CCOc1ccc(-c2nnn(CC(=O)NCc3ccc(OC)cc3)n2)cc1OCC | -1.7 | 99 | 6 | 99 | 100 | 34 | 98 | 100 | / | 99 | 1
Cc1cc(=O)[nH]c(N/N=C/c2sccc2C)n1 | -0.5 | 97 | 1 | 98 | 100 | 7 | 97 | 100 | -10 | 100 | -1
